# MCL1 BIM primary = inhibitors of MCL1 binding to BIM-BH3, primary screen, biochemical, fluorescence polarization; Induced myeloid leukemia cell differentiation protein Mcl-1 (Homo sapiens), Q07820; inhibition, % at 10.9 µM; hit rate 0.68% among 320,000; GST-MCL1 / FITC-Bim-BH3 fluorescence polarization;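 active = inhibition above the mean inhibition of all tested compounds plus 3 SD, set per campaign, cut at about 40% in these data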;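 also: 0% = DMSO wells and 100% = unlabeled Bim-BH3 peptide control; higher means more loss of mP so more displacement of Bim peptide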
# Target sequence (Q07820 whole entry, looked up): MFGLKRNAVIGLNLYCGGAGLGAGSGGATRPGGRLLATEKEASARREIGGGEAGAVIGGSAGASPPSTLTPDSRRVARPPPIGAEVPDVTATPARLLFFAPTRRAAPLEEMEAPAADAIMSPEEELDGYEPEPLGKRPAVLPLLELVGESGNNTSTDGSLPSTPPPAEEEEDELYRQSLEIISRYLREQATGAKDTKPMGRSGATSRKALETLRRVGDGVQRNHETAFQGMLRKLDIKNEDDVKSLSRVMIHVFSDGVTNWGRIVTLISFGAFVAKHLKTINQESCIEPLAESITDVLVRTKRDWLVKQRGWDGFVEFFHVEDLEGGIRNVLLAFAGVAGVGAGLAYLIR
# Efflux pump inh = inhibitors of Candida efflux pumps in yeast, primary screen, S. cerevisiae, Nile Red, multiplex. hit rate 0.44% among 330,000. S. cerevisiae Candida pump triplex. inhibition, % at 10 µM;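 active = plate passing quality check with inhibition over a set limit, or well fluorescence over plate mean plus 4 SD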;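 also: Nile Red retained in pooled yeast measured as flow cytometry median fluorescence; 0% = buffer negative control and 100% = Enniatin B positive control; higher means more Nile Red kept so more efflux inhibition; some compounds called inactive have numbers as strong as hits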
# GLD-1 RNA inh = GLD-1/TGE RNA complex disruptors, primary screen, biochemical, fluorescence polarization; Female germline-specific tumor suppressor gld-1 (Caenorhabditis elegans), Q17339; purified GLD-1 + fluorescein TGE RNA; AID 2280, 2010; inhibition, % at 5.96 µM; hit rate 0.44% among 320,000;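 active = percent inhibition above a per-plate cutoff, the plate mean of test compounds plus 3 SD, cut at about 30% in these data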;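 also: 0% = DMSO wells with GLD-1 and probe and 100% = wells lacking GLD-1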
# PME-1 primary = PME-1 inhibitors via competitive probe labeling, primary screen, biochemical, fluorescence polarization, FP-Rh probe, HTS; recombinant PME-1; inhibition, % at 5.9 µM; hit rate 0.53% among 320,000; AID 2130, 2009;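 active = inhibition above the campaign mean of all compounds plus 3 SD, cut at about 26% in these data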;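 also: competitive labeling of PME-1 active site by serine hydrolase directed probe; 0% = PME-1 with DMSO and 100% = wells lacking PME-1 enzyme; inhibitors block probe labeling so polarization falls and inhibition rises; many of its hits are not listed in these tables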
# VLA-4 inh = inhibition in human VLA-4 binding assay, primary screen, VLA-4 allosteric modulator project, MLPCN library, flow cytometry, VLA-4 expressing cells; Integrin alpha-4 (Homo sapiens), P13612; inhibition, % (about 7 µM as worked out from the volumes in the protocol); hit rate 0.2% among 330,000; ligand binding flow cytometry; in the data active = inhibition above about 50%
# Bcl-xL primary = inhibitors of human Bcl-xL, primary screen, biochemical, fluorescence polarization, HTS; Bcl-2-like protein 1 (Homo sapiens), Q07817; GST-Bcl-xL / FITC-Bim BH3 peptide fluorescence polarization; inhibition, % at 10.9 µM; hit rate 0.7% among 320,000; AID 2129, 2009;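 active = inhibition above the mean of all tested compounds plus 3 SD, cutoff set per campaign, cut at about 30% in these data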;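 also: 0% = DMSO wells and 100% = unlabeled Bim-BH3 peptide competitor; inhibitors lower millipolarization by displacing the labeled peptide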
# GRK2 aptamer HTS = compounds blocking aptamer binding on GRK2 – biochemical, human GRK2, bead flow cytometry, HTS, primary screen; Beta-adrenergic receptor kinase 1 (Homo sapiens), P25098; FAM-aptamer displacement from GRK2; inhibition of aptamer binding, % at 10 µM; hit rate 0.59% among 330,000; AID 488847, 2010;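 active = inhibition of aptamer binding above 40%, roughly 3 SD of noise, on plates passing a quality check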;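 also: median bead fluorescence of bound FAM aptamer so fluorescent compounds give negative values; no value below 0 was filed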
# Target sequence (P25098 whole entry, looked up): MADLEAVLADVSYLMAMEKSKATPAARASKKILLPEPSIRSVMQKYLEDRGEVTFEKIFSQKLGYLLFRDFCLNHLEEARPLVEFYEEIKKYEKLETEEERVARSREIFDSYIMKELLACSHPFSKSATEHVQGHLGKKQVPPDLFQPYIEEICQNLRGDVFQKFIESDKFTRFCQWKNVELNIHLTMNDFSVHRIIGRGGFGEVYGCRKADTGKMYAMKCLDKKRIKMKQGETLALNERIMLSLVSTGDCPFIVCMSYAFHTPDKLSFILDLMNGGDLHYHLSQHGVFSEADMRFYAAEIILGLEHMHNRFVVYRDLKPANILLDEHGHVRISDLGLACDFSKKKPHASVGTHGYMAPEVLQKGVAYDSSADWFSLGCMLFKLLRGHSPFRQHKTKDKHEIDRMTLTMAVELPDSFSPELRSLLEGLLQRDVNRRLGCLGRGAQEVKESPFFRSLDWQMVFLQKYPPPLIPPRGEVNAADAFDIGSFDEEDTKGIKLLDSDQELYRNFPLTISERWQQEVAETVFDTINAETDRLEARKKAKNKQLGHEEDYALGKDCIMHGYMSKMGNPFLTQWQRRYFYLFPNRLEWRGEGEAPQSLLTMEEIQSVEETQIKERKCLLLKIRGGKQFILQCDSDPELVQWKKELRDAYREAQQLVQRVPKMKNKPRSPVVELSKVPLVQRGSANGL
# Fam108B counter = mouse Fam108B serine hydrolase inhibitors, primary screen, counter-screen for RBBP9 inhibitor project, biochemical, fluorescence polarization; hit rate 0.33% among 300,000; inhibition, % at 9.51 µM; AID 1947, 2009; recombinant Fam108B, FP-Rh probe fluorescence polarization;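 active = inhibition above the screen mean inhibition plus 3 SD, computed separately per campaign, cut at about 18% in these data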;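 also: inhibitors lower polarization as less probe binds the enzyme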
# MEX-5 binding = MEX-5 zinc finger RNA-binding disruptors – biochemical, C. elegans, fluorescence polarization, MLPCN library, primary screen | Zinc finger protein mex-5 (Caenorhabditis elegans), Q9XUB2 | MEX-5/FITC-TCR2 RNA binding; stronger effect = lower value | activity score (negative = inhibition of binding), % at 10 µM | hit rate 0.38% among 300,000;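 active = inhibition past about -25% in most replicates, and total fluorescence under double the plate's negative control median, limit read from the data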;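 also: 0% = DMSO and -100% = 5 µM competing unlabeled TCR2 RNA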
# The depositor's hits bear a star; . = no result given.
SMILES,MCL1 BIM primary,Efflux pump inh,GLD-1 RNA inh,PME-1 primary,VLA-4 inh,Bcl-xL primary,GRK2 aptamer HTS,Fam108B counter,MEX-5 binding
COc1ccc(NC2=CC(=O)CC(c3ccc(C)cc3)C2)c(OC)c1 (stereo not given),-1.4,-0.1,0.5,3.8,-32.0,0.7,2.0,0.4,1.7
Cc1nc2ccccc2c(=O)n1/N=C/c1ccc(OC(F)F)cc1,3.9,0.1,1.0,-1.4,13.2,3.3,0.0,5.5,1.1
CC(C)Oc1cccc(C(=O)NC(=S)Nc2ccc(N3CCN(C)CC3)cc2)c1,8.9,0.0,-0.4,11.1,4.6,12.9,0.0,-1.6,-2.0
CCCn1c(=N)n(CC(=O)c2ccco2)c2ccccc21,10.7,0.0,-14.8,4.7,2.8,4.6,0.0,0.1,-1.9
CC(=O)Nc1ccc(NC(=O)C2CCCN2S(=O)(=O)c2cccc(C(F)(F)F)c2)cc1 (stereo not given),1.8,-0.1,7.3,6.6,-3.7,2.3,0.0,-0.5,-0.3
c1ccc(CN(Cc2ccccc2)c2nn[nH]n2)cc1,45.9*,0.2,-8.7,11.5,6.8,3.7,2.0,5.1,-0.8
C=C1CCN(C(C)C(=O)O)S(=O)(=O)c2ccccc21 (stereo not given),-1.8,-0.1,-6.4,1.2,4.8,0.0,2.0,-2.1,-1.8
O=C(CC12CC3CC(CC(C3)C1)C2)Nc1c(F)cccc1F,-5.0,-0.1,4.3,1.3,5.7,3.3,1.0,1.4,-0.5
CCCc1cc(=O)oc2c3c(cc(OCC(=O)NCCN4CCOCC4)c12)OC(C)(C)CC3,1.0,-0.2,3.4,1.1,-4.4,-2.7,2.0,0.8,-1.3
COc1ccc(OC)c(NC(=O)c2ccc(NS(=O)(=O)c3c(C)noc3C)cc2)c1,3.3,-0.1,-2.6,1.4,-1.5,-2.6,2.0,9.2,0.3
COCCN(C(=O)CSc1nc(N)cc(=O)[nH]1)c1c(N)n(Cc2ccccc2)c(=O)[nH]c1=O,2.2,-0.2,2.0,-4.0,2.2,10.1,2.0,1.3,0.7
COc1cccc(-c2coc3c(C)c4oc(=O)c(CC(=O)O)c(C)c4cc23)c1,10.5,-0.1,-7.6,-6.6,-17.9,14.9,5.0,-4.8,2.3
Cc1ccc(/C(N)=N/OC(=O)C23CC4CC(CC(C4)C2)C3)cc1,-8.3,0.1,-2.2,0.1,7.5,-3.6,1.0,-6.1,1.4
O=C(c1ccncc1)N1CCN(C(=O)c2cccs2)CC1,0.6,-0.1,12.0,-2.8,3.3,5.0,1.0,2.6,-1.5
CC(=O)[C@H]1[C@H](c2cccc(Cl)c2)C(C#N)(C#N)[C@@H]2c3ccccc3C=CN21,26.2,0.2,33.6*,-12.2,-128.8,31.3*,2.0,-6.3,-3.0
COc1ccccc1C(=O)N1C(CC(=O)Nc2ccc(C)c(C)c2)C(=O)NC2CCCCC21 (stereo not given),-0.1,0.0,-4.3,3.5,4.1,1.9,3.0,-2.8,-3.2
Cc1cc(C)c(C)c(S(=O)(=O)NCc2ccc(C(=O)NCC3CCCO3)cc2)c1C (stereo not given),-2.1,0.0,2.1,0.1,-2.6,-0.8,0.0,-4.1,1.4
Cc1onc(-c2ccccc2)c1-c1ccnn1C(=O)NC(C)C,0.5,-0.1,-1.8,-4.3,-8.1,-0.5,1.0,3.2,-0.1
CC(=O)Nc1ccc(S(=O)(=O)N2CCCN(c3nc(C)cc(C)c3C#N)CC2)cc1,6.7,0.1,-0.6,1.9,-3.4,4.1,0.0,0.4,-0.5
O=C(Nc1ccc(N2CCOCC2)cc1)C1(S(=O)(=O)c2ccccc2)CC1,3.7,-0.1,2.5,0.3,0.0,4.1,5.0,2.4,0.3
Cc1cccc(C)c1NC(=O)CNC(=O)c1ccc(COc2ccccc2)cc1,-3.6,0.0,-0.3,-1.6,-8.0,0.8,0.0,.,.
COc1ccc(CN(C)CC(=O)Nc2ccccc2C(F)(F)F)c(OC)c1,5.4,0.1,12.7,-3.1,17.8,4.6,0.0,-0.4,-1.7
CCCSCCCNC(=O)Cn1cc2c(n1)CCC(C)C2 (stereo not given),2.1,-0.1,6.0,-4.3,22.8,3.8,0.0,-2.1,1.5
O=C(Oc1cccc(NC2=NS(=O)(=O)c3ccccc32)c1)c1ccncc1,3.0,0.0,1.5,-3.0,1.2,2.4,5.0,-0.6,1.2
CC(C)c1onc(C(=O)N2CCN(c3ccccc3)CC2)c1[N+](=O)[O-],4.6,0.1,0.0,-4.0,4.1,3.3,2.0,2.4,-1.4
CC1CCCCN1CCNC(=O)CN1C(=O)COc2ccccc21 (stereo not given),9.3,-0.3,7.3,-0.9,13.2,1.8,0.0,-3.8,-1.7
O=C(Nc1ccc(Oc2ccc(Cl)cc2)cc1)c1ncn[nH]1,-0.2,0.2,-2.5,-0.1,7.5,0.2,0.0,-1.9,1.6
CC1CC(=O)c2cnc(N)nc2C1 (stereo not given),6.3,0.0,7.1,3.2,3.5,4.5,1.0,-1.0,1.8
COC(=O)N/N=C(\C)c1cccc(C(F)(F)F)c1,4.5,-0.1,-5.4,-5.1,11.9,12.8,0.0,-1.6,1.8
CCO[C@H]1OC(C(=O)NC2CC2)=C[C@@H](c2coc3ccccc3c2=O)[C@@H]1CCCO,-2.0,0.0,-4.4,1.8,-12.5,3.5,1.0,-0.7,-3.0
CC(C)CCNC(=O)CCCC1=NS(=O)(=O)c2ccccc2N1,-11.9,0.0,-2.6,5.7,-4.2,-2.7,2.0,1.8,-2.6
C[n+]1ccn(CC(=O)c2ccc(Br)cc2)c1,-0.9,0.0,-2.8,4.4,8.5,3.2,0.0,-1.1,3.0
Cc1ccc(S(=O)(=O)N2CCN(C(=O)CCOc3cc(C)ccc3C)CC2)cc1,-6.8,0.1,3.8,0.2,14.5,-0.3,0.0,.,.
COc1ccc(C2c3c(ccc4ccccc34)Oc3ncn4nc(Cc5ccccc5)nc4c32)cc1OC (stereo not given),4.4,-0.1,1.7,-2.2,20.4,6.2,0.0,-10.3,-2.1
CC(C)NC(=O)NC(=O)COC(=O)CCCSc1nc2ccccc2s1,-2.2,0.0,1.7,-1.9,-2.8,6.9,2.0,6.1,-1.3
O=c1[nH]c(/C=C/c2ccc([N+](=O)[O-])cc2)c([N+](=O)[O-])c(=O)[nH]1,.,0.0,.,.,6.4,.,2.0,.,0.8
CCc1cccc(NC(=O)c2cc(OC)c(OC)c(OC)c2)c1,0.8,-0.1,0.0,1.0,-2.0,4.2,0.0,-0.4,-1.5
O=C1CN(C(=O)c2ccc(Br)o2)C(c2ccc(F)cc2)c2cc(F)ccc2N1 (stereo not given),8.4,-0.2,-4.3,-3.8,-3.9,4.3,1.0,2.8,0.0
O=C(Nc1cc(S(=O)(=O)N2CCOCC2)ccc1-n1cncn1)c1ccc(Cl)cc1,-6.9,0.1,-7.8,-4.5,7.1,-7.6,5.0,-4.3,-1.1
COc1cccc(NC(=S)NCc2ccco2)c1,5.7,0.5,-0.4,6.7,-1.1,0.6,3.0,7.2,0.3
Cc1noc(C(=O)Nc2sc3c(c2C#N)CCC3)c1Cl,11.9,-0.1,5.5,4.4,24.6,2.1,0.0,0.9,-1.5
O=C(OCCOc1ccc(F)cc1)c1ccc(S(=O)(=O)N2CCCC2)cc1,6.8,0.2,8.0,-0.1,-14.2,5.3,3.0,.,.
O=C(CCCNC(=O)/C(=C/c1ccc(F)cc1)NC(=O)c1ccccc1)OCc1ccccc1,-6.5,-0.1,2.2,-3.6,4.8,0.7,0.0,-0.2,-0.6
O=C(NCc1ccccc1)C(=O)NCC1OCCCN1S(=O)(=O)c1cccs1 (stereo not given),-3.9,0.1,4.2,-0.7,-10.0,-0.1,5.0,-1.5,1.9
COc1cc(-c2c(C#N)c(N)nc(SCc3ccncc3)c2C#N)cc(OC)c1OC,-0.9,-0.1,-8.3,5.5,-4.9,0.9,0.0,-2.9,6.9
CCN(CC(=O)Nc1c(F)cccc1F)C(=O)C1CC(=O)N(c2ccccc2OC)C1 (stereo not given),-2.4,0.2,1.6,-6.1,-8.2,4.0,0.0,-4.2,-1.5
COc1ccc(-c2nn(-c3ccccc3)cc2C(=O)NC2CCCCC2C)cc1 (stereo not given),-0.8,0.2,-0.6,-0.2,21.9,-0.1,0.0,-1.1,0.0
CC(C)(C)OC(=O)N/N=C\c1ccc(OC(=O)c2cccs2)cc1,-4.8,-0.2,-1.4,-3.1,-13.4,2.6,0.0,7.9,0.0
CN(Cc1cccc(F)c1)C(=O)c1cc(=O)[nH]c2ccccc12,-21.8,-0.1,-7.8,3.3,11.6,-8.7,1.0,0.4,0.1
NC(=O)C(=O)N/N=C/c1c[nH]c2ccc(Br)cc12,3.6,0.0,0.4,2.5,7.6,-2.0,0.0,-1.2,-2.4
Cc1cc(N2CCCC2)nc(SCC(=O)c2ccccc2)n1,5.4,0.0,-8.5,2.0,-2.0,4.4,3.0,2.4,0.7
COc1ccc(C(c2nnnn2CC2CCCO2)N2CCN(c3cccc(C)c3C)CC2)cc1 (stereo not given),-4.1,0.0,2.9,-4.6,0.0,8.5,5.0,0.4,0.0
N#CC(C#N)=NNc1ccc(S(=O)(=O)N2CCCC2)cc1,5.4,0.4,3.1,15.7,-4.7,4.9,2.0,9.4,2.2
CN(C(=O)COC(=O)CN1C(=O)c2ccccc2C1=O)c1c(N)n(Cc2ccccc2)c(=O)[nH]c1=O,-10.6,0.0,6.4,-4.8,1.9,-10.7,0.0,-1.6,0.9
Cc1cccc(C)c1NC(=O)C(=O)NCC1CCCN1S(=O)(=O)c1ccccc1 (stereo not given),6.9,0.1,0.1,1.4,3.7,4.1,0.0,-0.2,-1.8
C/C(Cl)=C/CN1C(=O)C2C3C=CC(C3)C2C1=O (stereo not given),11.5,0.0,-1.4,-3.2,-5.3,3.6,2.0,6.9,1.3
Cc1ccc(SCCN2CCC(C)CCC2=O)cc1 (stereo not given),-2.8,0.0,6.9,1.0,17.1,1.0,1.0,1.4,-1.8
Cc1cc(C)nc(SCc2ccc(C(=O)O)o2)n1,1.9,0.0,6.2,3.5,-2.1,3.0,1.0,2.1,2.0
CCOc1ccc(NC(=O)N(C2CCCCC2)C2CCN(C(C)=O)CC2)cc1,1.9,-0.2,3.7,6.7,-12.9,5.0,0.0,1.4,-1.3
O=C(Cc1ccccc1)N/N=C/c1cc(Br)cc(Br)c1O,18.5,0.0,0.1,4.0,5.9,3.1,3.0,4.9,-0.6

# Screening results: PubChem, several laboratories

# These rows are one share of the data; rates above refer to the full screens.
